GalR3 antagonist = human GalR3 antagonism. O60755. HEK293 GalR3-CNG cAMP membrane potential fluorescence; galR3 body fused to GalR1 C-terminus. inhibition, % at 3 µM. 360,000 tested, 0.44% active;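 active = inhibition above the screen-wide average plus 3 SD, cut at about 13% in these data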;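 note: forskolin and galanin both at EC90 stimulate the cells; cAMP rise reported by CNG channel membrane potential dye signal; 0% = forskolin plus galanin with DMSO and 100% = forskolin alone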
Target sequence (O60755 1-299 limits assumed): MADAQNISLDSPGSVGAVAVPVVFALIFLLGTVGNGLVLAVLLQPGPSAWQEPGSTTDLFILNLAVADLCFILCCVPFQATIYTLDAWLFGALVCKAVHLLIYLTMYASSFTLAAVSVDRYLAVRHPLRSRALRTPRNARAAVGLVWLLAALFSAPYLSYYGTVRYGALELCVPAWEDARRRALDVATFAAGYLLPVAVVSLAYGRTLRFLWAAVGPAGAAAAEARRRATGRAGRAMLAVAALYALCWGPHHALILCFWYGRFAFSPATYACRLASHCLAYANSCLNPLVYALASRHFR
CRFBP-R2 agonist = agonists of human CRF-binding protein/CRF-R2 receptor complex. HEK293 CRF-R2/CRF-BP, calcium dye fluorescence (FLIPR); percent of saturating CRF peptide response. activation, % at 13.2 µM. 350,000 tested, 0.46% active. AID 588473;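 active = activation of at least 50%, plus an integration ratio under a set limit after plate pattern correction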;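 note: plate controls were neutral control wells without compound for no effect and CRF at EC100 for full effect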
CRFBP-R2 block = blocks CRF-induced signaling of the CRF-BP/CRF-R2 complex | HEK293 CRF-R2/CRF-BP, CRF-induced calcium fluorescence | inhibition, % at 11.8 µM | 350,000 tested, 0.59% active;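 active = inhibition of the ligand-induced calcium signal above about 50% at the single tested concentration, limit read from the data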
An asterisk follows results filed as active. These rows are one share of the data. The share of hits here may be higher or lower than overall.

GalR3 antagonist	SMILES	CRFBP-R2 agonist	CRFBP-R2 block
-4	Cc1ccc(S(=O)(=O)NCC(=O)NCC(=O)NCCc2ccccc2F)cc1C	-1.1	-6
-3	Cc1cc(C(=O)NNC(=O)Cc2ccc(Cl)cc2)c(C)o1	0.3	1
-4	O=C(Oc1ccccc1Cl)C1CCN(C(=O)c2ccc(F)cc2)CC1	-0.4	10
-6	Cc1[nH]c2ccc(C(=O)OCC(=O)Nc3cccc(S(N)(=O)=O)c3)cc2c1C	1.3	-15
-7	COc1ccc(-n2nnnc2SCC(=O)N(C)C2CCS(=O)(=O)C2)cc1 (centres undefined)	-3.1	3
-6	CSc1ncnc2c1ncn2CCCNCc1cccc2ccccc12	-1.1	6
-5	Nc1ncc(S(=O)(=O)c2ccc([N+](=O)[O-])cc2)s1	-4.4	1
3	COC(=O)[C@]1(C)CCC[C@@]2(C)C3CC[C@@]4(C)C[C@]3(CCC21)CC(=O)N4C (some centres undefined)	4.7	-11
-4	CCCCn1c(N)c(N(CCOC)C(=O)c2cc(-c3ccccc3)nc3ccccc23)c(=O)[nH]c1=O	0.0	-2
-5	COC(=O)CCN(Cc1cc(OC)ccc1OC)S(=O)(=O)c1ccccc1Br	-6.0	-4
-6	COc1ccc(S(=O)(=O)N2CCCCC2)cc1NC(=O)C1CC1C (centres undefined)	-0.7	0
-8	O=[N+]([O-])c1ccc(CNCc2cc(Cl)ccc2O)cc1	-1.4	-1
-6	CCN(CC)C(=O)C1=C(C)N(Cc2ccc(OC)cc2)C(=O)C(CC(=O)NC2CCCCC2)C1 (centres undefined)	-1.3	0
-6	CCN1C[C@@H]2[C@@H]3C(=O)N(C)C(=O)[C@@H]3[C@](C)(C1=O)N2C(=O)c1ccc(C(F)(F)F)cc1	-0.1	0
-2	Cc1ccc(NC(=O)CSc2nnc(-c3cccnc3)o2)c(C)c1	-0.5	14
-5	Cc1ccc(-c2cc(C(=O)Nc3c(C)n(C)n(-c4ccccc4)c3=O)c3ccccc3n2)cc1	0.6	-7
-5	Cc1noc(C)c1COc1ccccc1C(=O)NC(C)c1ccc(Cl)cc1 (centres undefined)	-0.5	1
-3	COc1ccc(NS(=O)(=O)c2cccc(C(=O)NCCCN3CCCC3=O)c2)cc1	-0.2	2
-3	O=C(CCNS(=O)(=O)c1ccccc1C(F)(F)F)NCC(c1ccco1)N1CCCCC1 (centres undefined)	0.4	-4
0	COc1ccc(CNC(=O)c2ccc(S(=O)(=O)N3CCOCC3)cc2)cc1	-0.6	16
-8	COCCOC(=O)c1c(C)oc2ccc(O)c(CN3CCC(C)CC3)c12 (tested in a mixture with another compound)	-1.9	5
-5	O=C(Nc1ccc(Cl)cc1)c1nc[nH]c1C(=O)NCCCCNC(=O)c1[nH]cnc1C(=O)Nc1ccc(Cl)cc1	-1.8	-4
-1	O=C(Cc1c(Cl)cccc1Cl)OCC(=O)N1CCOCC1	-0.9	3
-4	O=C(CN1C(=O)C2CC=CCC2C1=O)Nc1ccc(F)c(Cl)c1 (centres undefined)	-1.5	-2
-5	COC(=O)c1cc(NC(=O)CN(C)C2CCS(=O)(=O)C2)cc(C(=O)OC)c1 (centres undefined)	0.8	3

4 entries already listed, arranged by molar mass, descending.
GalR3 antagonist	SMILES	CRFBP-R2 agonist	CRFBP-R2 block
-3	O=C(CCNS(=O)(=O)c1ccccc1C(F)(F)F)NCC(c1ccco1)N1CCCCC1 (centres undefined)	0.4	-4
-2	Cc1ccc(NC(=O)CSc2nnc(-c3cccnc3)o2)c(C)c1	-0.5	14
-1	O=C(Cc1c(Cl)cccc1Cl)OCC(=O)N1CCOCC1	-0.9	3
-3	Cc1cc(C(=O)NNC(=O)Cc2ccc(Cl)cc2)c(C)o1	0.3	1

(cont.)
GalR3 antagonist	SMILES	CRFBP-R2 agonist	CRFBP-R2 block
-5	COC(=O)c1ccc(CNC(=O)c2ccc(OC)c(S(=O)(=O)NC3CC3)c2)cc1	0.1	-33
6	O=C(Nc1nncs1)C1CCCC1	-4.7	-21
-8	O=C1CC2(CCN(C(=O)c3ccccc3Br)CC2)Oc2ccccc21	-0.6	-4
-2	O=C(Cc1ccccc1[N+](=O)[O-])NCC(=O)c1ccc2c(c1)OCO2	0.5	-6
2	O=C(CN1CCN(C(=O)c2ccc(-c3nc4ccccc4s3)o2)CC1)Nc1ccc(F)cc1	0.2	3
-3	Cc1cccc(OCCCC(=O)NNC(=O)c2cccc(N(C)C)c2)c1	-3.4	-12
-5	CC1CCCN(C(=O)CN(c2ccccc2)S(=O)(=O)c2ccc(F)cc2)C1 (centres undefined)	-0.9	-6
-5	CCOC(=O)c1ccc(S(=O)(=O)N2CCN(Cc3cc4c(cc3O)OCO4)CC2)cc1	-0.6	39
-1	Cc1ccc(NCC(=O)Nc2cccc(S(=O)(=O)N(C)C)c2)cc1S(=O)(=O)N1CCCCCC1	-0.8	4
-3	CN(C1(C)CCS(=O)(=O)C1)S(=O)(=O)c1ccc2ccccc2c1 (centres undefined)	-1.7	6
-5	COc1ccc(N2CCN(C(=O)CN3C(=O)NC4(CCCCCC4)C3=O)CC2)cc1	2.3	10
0	CCCCn1c(N)c(N(CCOC)C(=O)c2cccc(OCc3ccccc3)c2)c(=O)[nH]c1=O	-0.5	3
-11	CN1CCC[C@H]1CCNC(=O)c1c(-c2ccsc2)sc2ccccc12	-0.8	-1
-1	CN(CC(=O)NCCc1ccc(S(N)(=O)=O)cc1)CC(=O)Nc1ccccc1C(F)(F)F	-1.1	11
-4	Oc1ccccc1C=NNc1nc2ccccc2s1	0.1	-8
-6	CC(=O)Oc1[nH]c(=O)c2cccc3c2c1CCC3	7.2	-22
-4	COc1cc(C(=O)NCC(c2cccs2)N2CCOCC2)c([N+](=O)[O-])cc1OC (centres undefined)	0.4	-10
-7	COc1cc([C@H]2c3c(cc(OC)c(O)c3OC)C[C@@H](CO)[C@@H]2CO[C@@H]2O[C@H](CO)[C@@H](O)[C@H](O)[C@H]2O)cc(OC)c1O	6.0	3
-5	C[C@H](CO)N1C[C@H](C)[C@@H](CN(C)S(=O)(=O)c2ccc(F)cc2)Oc2ccc(NC(=O)Nc3ccccc3)cc2C1=O	-0.1	-1
0	Cc1occc1-c1nnc(SCC(=O)NC2CCCCC2C)o1 (centres undefined)	-1.2	6
-5	Cc1cccc(NC(=O)CSCC(=O)Nc2cc(S(=O)(=O)N3CCOCC3)ccc2OC(C)C)c1	-1.1	-1
-5	O=C(Nc1ccc(S(=O)(=O)N2CCCC2)cc1)c1ccccc1	0.2	-17
1	CC(Oc1ccc(F)cc1)C(=O)Nc1ccc(N2CCOCC2)cc1N1CCOCC1 (centres undefined)	-4.8	15
-7	Cc1ccc(S(=O)(=O)NN=C2CCc3ccccc32)cc1	-4.6	11
-8	Cc1cc(NC(=O)COc2ccc([N+](=O)[O-])cc2)no1	-0.2	4
-2	O=C(Nc1cc(S(=O)(=O)N2CCOCC2)ccc1Cl)C1CCC1	0.0	-1
-4	Cc1ccc([C@H]2C(C(=O)O)=CC[C@@H](c3ccc(C)cc3)N2S(=O)(=O)c2ccc(C)cc2)cc1	-0.9	94*
-5	O=C(COC(=O)c1cccc(S(=O)(=O)N2CCOCC2)c1)NC1CCCCC1	-1.7	-5
-6	CC(C)(C)S(=O)(=O)N1C[C@@H]2C(=CC[C@H]3C(=O)N(c4ccccc4)C(=O)[C@@H]23)[C@@H]1CCO	6.4	-4
-6	COc1ccc(C(=O)NCc2ccccc2CN2CCCC2)cc1S(=O)(=O)Nc1ccc(C)cc1	-0.3	-16
-5	CCN(C(=O)COC(=O)c1cc([N+](=O)[O-])ccc1N1CCOCC1)C1CCCCC1	-0.7	4
-4	Cc1ccc(S(=O)(=O)Nc2cccc(S(=O)(=O)Nc3ccccc3C(=O)O)c2)c(C)c1	-0.2	9
-1	COc1ccc(Cl)cc1NC(=O)c1cccc([N+](=O)[O-])c1O	32	83*
-4	Cc1cc(C(=O)Nc2ccon2)ccc1[N+](=O)[O-]	-0.2	3
-5	Cc1ccc(C(=O)Nc2cccc(C(O)c3ccccc3)c2)cc1 (centres undefined)	-2.9	7
1	Cc1ccccc1-c1cc(C(=O)NCc2ccc3c(c2)OCO3)n(CC2CC(c3cccnc3)=NO2)n1 (centres undefined)	0.5	7
-3	Cc1ccc(C(=O)OCC(=O)NCc2ccc(F)cc2)o1	-0.9	1
-6	Cc1nc(Cc2nnc(SCC(=O)N3CCN(c4ccccc4)CC3)o2)cs1	1.5	5
-3	CCC(C(=O)N1CCN(S(=O)(=O)c2sc(C(=O)O)c(C)c2C(=O)O)CC1)c1ccccc1 (centres undefined)	1.4	-3
-5	CSc1ccccc1C(=O)Nc1ccc(S(=O)(=O)NC2=NCCCCC2)cc1	-1.1	2
-9	Cc1ccc(S(=O)(=O)NN=CC2(c3ccccc3)CC2)cc1	-1.6	40
-5	N#Cc1ccccc1OCC(=O)OCC(=O)NCc1ccc2c(c1)OCO2	-1.3	1
0	O=C(OCC(=O)N1CCCCC1)c1cc(S(=O)(=O)N2CCOCC2)c(Cl)cc1Cl	0.2	-4
-7	C[C@H]1CN([C@@H](C)CO)C(=O)c2cc(-c3ccccc3F)cnc2O[C@@H]1CN(C)C(=O)NC1CCCCC1	-0.5	25
11	Cc1ccc(CN(C)C(=O)c2ccccc2NC(=O)c2ccccc2)o1	-2.2	-4
2	CCCC1NC(=O)c2cc3ccccc3cc2-n2c1nc1ccc(C)cc1c2=O (centres undefined)	1.8	-20
-3	COCCCNC(=O)Cn1ccc(N)nc1=O	1.8	1
-3	O=[N+]([O-])c1ccc(-c2cn3ccccc3n2)cc1	-3.9	8
-5	COc1ccc(CC(=O)OCC(=O)Nc2ccc(OC(F)F)cc2)cc1OC	-1.1	4
-2	Cc1ccc(S(=O)(=O)CCC(=O)OCC(=O)c2cc(C)ccc2C)cc1	-1.0	10

Quoted from the listing:
In CRFBP-R2 agonist, Cc1ccccc1-c1cc(C(=O)NCc2ccc3c(c2)OCO3)n(CC2CC(c3cccnc3)=NO2)n1 (centres undefined) has the entry 0.5
In CRFBP-R2 block, Cc1cc(C(=O)Nc2ccon2)ccc1[N+](=O)[O-] has the entry 3
In CRFBP-R2 agonist, Cc1ccc([C@H]2C(C(=O)O)=CC[C@@H](c3ccc(C)cc3)N2S(=O)(=O)c2ccc(C)cc2)cc1 has the entry -0.9
In GalR3 antagonist, N#Cc1ccccc1OCC(=O)OCC(=O)NCc1ccc2c(c1)OCO2 has the entry -5
In CRFBP-R2 agonist, CCN(C(=O)COC(=O)c1cc([N+](=O)[O-])ccc1N1CCOCC1)C1CCCCC1 has the entry -0.7
In CRFBP-R2 agonist, COc1ccc(Cl)cc1NC(=O)c1cccc([N+](=O)[O-])c1O has the entry 32

Continued:
GalR3 antagonist	SMILES	CRFBP-R2 agonist	CRFBP-R2 block
-5	C[C@H](CO)N1C[C@H](C)[C@H](CN(C)S(=O)(=O)c2ccc(Cl)cc2)OCc2ccccc2-c2c(n(C)c3ccccc23)C1=O	3.3	-31
-4	CN(C)C(CNC(=O)C1CCCN1C(=O)c1cccs1)c1ccccc1 (centres undefined)	2.7	9
-6	Cc1ccsc1C(=O)OCC(=O)Nc1cccc(F)c1	-0.1	-5
10	O=C(N/N=C/c1cccnc1)c1cc(-c2ccc(Cl)cc2)nc2ccccc12	2.5	-21
-8	COc1ccccc1C=Cc1ccnc2ccccc12	-4.4	26
-8	COc1ccccc1OCCSc1nc2ccccc2n1CC(=O)O	-1.2	-7
-2	O=C(/C=C/c1ccccc1Cl)NNC(=O)c1ccncc1	0.5	0
-3	O=C(Nc1cccc(S(=O)(=O)N2CCOCC2)c1)c1cc([N+](=O)[O-])ccc1N1CCOCC1	-1.1	10
3	COc1ccc(NC(=O)O[C@@H](C)[C@@H]2CN3CCc4c([nH]c5ccc(-c6ccc(OC)cc6)cc45)[C@@H]3C[C@@H]2N(C)C(=O)Nc2ccc(OC)cc2)cc1	-0.2	13
-3	CC(=NNC(=O)CSCC(=O)NN=C(C)c1ccccc1)c1ccccc1	0.9	-15
-6	O=C(O)/C=C/C(=O)Nc1cccc2c1-c1ccccc1C2=O	0.4	-19
-8	COc1ccc(Br)cc1CN(C)C(=O)c1ccccc1OCc1c(C)noc1C	-0.6	9
-7	O=C(O)c1n[nH]c2c1CC(C1CCCCC1)CC2 (centres undefined)	-0.5	10
-3	O=C(COC(=O)c1cc(Cl)ccc1O)NCCC1=CCCCC1	0.0	-1
-7	CSCCC(NC(=O)c1ccccc1Cl)C(=O)NNC(=O)c1ccncc1 (centres undefined)	-1.1	-7
-3	CC(C)c1ccc(C2OCC(C)([N+](=O)[O-])CO2)cc1 (centres undefined)	3.6	-18
-5	CCC1C(=O)C[C@H]2CCN3C(=O)CCCC1C23 (some centres undefined)	1.2	12
-4	CSc1ncccc1C(=O)OCC(=O)N(C)c1c(N)n(Cc2ccccc2)c(=O)[nH]c1=O	-0.7	-3
-8	Cc1cccc(NC(=O)c2nc[nH]c2C(=O)N2CCN(c3ccccc3)CC2)c1	-0.7	2
0	COc1ccc(-c2cc3ccc(OC)cc3cn2)cc1	-0.9	6
-4	CCOc1ccc(S(=O)(=O)N2CCCCC2)cc1NC(=O)CN1C(=O)NC(C)(C2CC2)C1=O (centres undefined)	0.6	1
4	COc1cccc(N2CCN(C(=O)c3cccc(S(=O)(=O)N4CCCC4)c3)CC2)c1	2.1	-14
-7	COc1cc(CCCN2C(=O)C(=O)NC[C@@H]2CC2CCCCC2)cc(OC)c1OC	-0.9	-4
-3	COc1ccc(C(=O)c2ccc([N+](=O)[O-])cc2)c(OC)c1OC	-2.8	8
1	COc1ccc(C2(CO)OC(CO)C(O)C2O)cc1 (centres undefined)	2.3	-13
2	Cc1cnc(NC(=O)CCCNC(=O)c2ccc(Cl)cc2)s1	1.1	0

Screening data as filed in PubChem.
